Screens from PubChem.
PGC1a acetyl inh: inhibitors of PGC1a acetylation signal, primary screen, cell-based, U2OS, AlphaScreen, inhibitor mode | AlphaScreen anti-acetyl-lysine; with virally co-expressed GCN5 acetyltransferase | inhibition, % at 15.6 µM | 350,000 tested, 0.17% active;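 active = every replicate shows inhibition of at least 40%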;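 also: 0% = neutral control wells and 100% = positive control wells; some results beyond the cut were filed as inactive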
PglD inh: C. jejuni PglD acetyltransferase inhibitors, primary screen, biochemical, DTNB colorimetric, single point. AID 602405, 2012. purified PglD enzyme, DTNB colorimetric CoA detection. inhibition, % at 12.5 µM. UDP-N-acetylbacillosamine N-acetyltransferase PglD (Campylobacter jejuni). 360,000 tested, 0.098% active; in the data active = inhibition above about 16%, passing the limit was not always enough; also: strong numbers were not always called active
INS-1E GSIS act: GLuc luminescence reporter in INS-1E cells, primary screen for activators of glucose-dependent secretion of insulin; INS-1E GLuc reporter insulin secretion, 2-3 h; activation, % at 16.6 µM; 370,000 tested, 0.61% active; AID 743287, 2014;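 active = lowest replicate activation of at least 40%, so every replicate reaches that level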;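 also: 0% = median of neutral control wells and 100% = median of IBMX positive control wells; some compounds called inactive have numbers as strong as hits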
ARNT TACC3 PPI: disruptors of ARNT/TACC3 protein interaction, primary screen, biochemical, AlphaScreen, single concentration | AlphaScreen His-ARNT PAS-B/GST-TACC3 binding, luminescence; TACC3 fragment carries E629A point mutation | 390,000 tested, 0.66% active | Transforming acidic coiled-coil-containing protein 3 (Homo sapiens), Q9Y6A5 | inhibition, % at 9.99 µM;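 active = mean inhibition of replicates at least 50% and at least half of replicates each reaching 50%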;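 also: 0% = complete ARNT plus TACC3 wells and 100% = ARNT alone without TACC3; many hits fall short of the cut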
LGR2 inh: inhibitors of bursicon-induced LGR2 CRE-luciferase signal, primary screen, cell-based, HEK293, CRE-luciferase reporter, bursicon stimulation; Drosophila bursicon receptor LGR2 (rickets); bursicon-stimulated, 4 h; inhibition, % at 9.99 µM; 380,000 tested, 0.35% active; AID 720647, 2013;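 active = drop in luminescence signal, shown as inhibition above about 50% in the replicate tests, limit read from the data, passing the limit was not always enough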;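 also: agonist challenge used bursicon conditioned medium at about half maximal strength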
Cneo AK release: Cryptococcus neoformans cell lysis inducers, primary screen, AK release luminescence, single concentration | lysis activity, % at 15 µM | C. neoformans lysis, adenylate kinase release luminescence, 4 h; normalised: neutral wells 0, clomiphene wells 100 | 360,000 tested, 0.2% active;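 active = mean lysis activity across replicates of at least 80%, whatever share of replicates individually reach that level; inactive = mean lysis activity below 80%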
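Assay system: C. neoformans cells. Amount: yeast cell density of 5 × 10^6 cells/mL. Technique: AK luminescence. Buffer or medium: YPD. Times: static 4 h at 37 °C with compound, 1 h detection. Dosing: single-point compound dose. Read-out: lysis from increased AK signal.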
C2C12 statin: suppressors of statin myotoxicity in C2C12 myotubes, primary screen, cell-based, single point, plate reader. C2C12 myotubes + simvastatin, ATP luminescence, 48 h; scaled: DMSO 0, geranylgeraniol control 100. rescue of ATP level, % at 7.49 µM. 330,000 tested, 0.78% active. AID 602340, 2012;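 active = mean ATP rescue above about 67%, or every replicate alone reaching that limit, limit read from the data, passing the limit was not always enough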;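 also: myotubes were challenged with 10 µM simvastatin during compound exposure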
PAX8 inh HTS: inhibitors of PAX8-driven TPO luciferase reporter, primary screen, RMG-I cells, single concentration. inhibition, % at 12.6 µM. 360,000 tested, 1.2% active. AID 652154, 2013. SteadyGlo, 24 h;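 active = mean replicate inhibition at least 60% with every replicate also reaching 60%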;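 also: luciferase light reporting Pax8 driven TPO promoter activity; plate controls were median of neutral control wells for no effect and mitoxantrone controls for full effect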
Starred values were filed as active, the others as inactive; nt = no result given.

Below each compound: PGC1a acetyl inh	PglD inh	INS-1E GSIS act	ARNT TACC3 PPI	LGR2 inh	Cneo AK release	C2C12 statin	PAX8 inh HTS
> CNC[C@H]1OCCCC[C@@H](C)Oc2ccc(NC(=O)c3ccccc3)cc2C(=O)N([C@H](C)CO)C[C@H]1C
  2	nt	-4	nt	-2	nt	-14	39
> CCC(CC)c1nnc(NC(=O)CS(=O)(=O)c2ccccc2)s1
  nt	1	-7	-11	6	3	5	3
> CCOC(=O)N=S(=O)(Oc1ccc([N+](=O)[O-])cc1)c1ccc(Cl)cc1 (stereo not given)
  -1	-1	nt	1	nt	-2	nt	nt
> C[C@@H]1COC(=O)[C@H](CC(=O)OC(C)(C)C)C/C=C\C[C@H](CC(=O)N(CCO)Cc2ccccc2)C(=O)N1
  -5	4	2	-20	4	-2	0	-1
> CCCNC(=O)Nc1ccc2c(c1)C(=O)N(C)C[C@@H](OC)[C@H](C)CN(CCC(F)(F)F)[C@@H](C)CO2
  12	nt	-21	nt	-6	nt	-11	nt
> CCc1cccc(OCCCN2C(=O)NC(C)(C)C2=O)c1
  10	3	nt	1	nt	1	-1	nt
> Nc1c(N(Cc2ccco2)C(=O)COc2ccccc2)c(=O)[nH]c(=O)n1Cc1ccccc1
  2	1	13	-26	-18	-1	21	-7
> CS(=O)(=O)Nc1ccc(C2=NN(S(C)(=O)=O)C(c3ccc4nccnc4c3)C2)cc1 (stereo not given)
  -8	-2	24	6	11	-1	6	6
> CC1CCCC(C)N1C(=O)COc1ccccc1F (stereo not given)
  3	nt	1	nt	3	nt	nt	-1
> CN1CCN(NC(=O)c2cccc(Br)c2)CC1
  1	0	10	-7	-28	-1	nt	-6
> Cc1ccc(S(=O)(=O)N2CCN(C(=O)c3ccnn3C)CC2)cc1C
  3	-4	nt	0	nt	2	3	nt
> O=[N+]([O-])c1ccc2c(c1)nnn2-c1ccccc1
  12	-3	1	-4	-6	-1	3	-7
> Cn1c(CCNC(=O)c2ccccc2F)nnc1SCc1nc2ccccc2c(=O)[nH]1
  6	0	1	24	11	0	-34	nt
> O=C(Cn1c(NCCO)nc2ccccc21)c1ccc(Cl)cc1Cl
  nt	1	-2	-4	4	1	-2	14
> Cc1cc2ncn(C3CC(=O)N(C)C3=O)c2cc1C (stereo not given)
  2	6	nt	-3	nt	1	0	10
> CCn1cc(CN2CCC(C(=O)Nc3cccc(-c4cscn4)c3)CC2)cn1
  -2	-3	2	5	-2	0	-15	11
> COC(=O)c1cc(-c2ccc(OC)cc2)on1
  3	2	-48	-6	9	-2	2	-12
> CC(C)(C)c1ccc(-c2noc(C(=O)NN)n2)cc1
  6	1	-7	-6	-10	-4	nt	-14
> N#CCN1C(=O)NC2(CCCc3sccc32)C1=O (stereo not given)
  -1	-5	-4	nt	1	1	-6	3
> COc1cccc(N2C(=O)CC(N3CCC(c4nc5ccccc5[nH]4)CC3)C2=O)c1 (stereo not given)
  -58	-2	nt	1	nt	5	9	-1

Below each compound: PGC1a acetyl inh	PglD inh	INS-1E GSIS act	ARNT TACC3 PPI	LGR2 inh	Cneo AK release	C2C12 statin	PAX8 inh HTS
> CC(=O)N1CCN(C(=O)COC(=O)COc2ccc(C#N)cc2)CC1
  nt	nt	10	-3	4	nt	nt	-9
> Cn1c(=O)c2c(nc(CN3CCC(C(N)=O)CC3)n2Cc2c(Cl)cccc2Cl)n(C)c1=O
  -2	-1	nt	0	nt	0	2	10
> CCCNC(=O)C[C@H]1CC[C@H]2[C@@H](COC[C@@H](O)CN2C(=O)c2ccc(F)cc2)O1
  30	5	3	-5	-1	51	10	14
> Cc1noc(C)c1CSCC(=O)OCC(=O)Nc1sccc1C#N
  5	5	nt	-7	nt	0	-1	nt
> O=C(O)CC1SC(=O)N(Cc2ccccc2)C1=O (stereo not given)
  -4	nt	-3	-13	nt	nt	-1	5
> O=C1c2ccccc2CCC1C(O)c1ccccn1 (stereo not given)
  17	-2	nt	-6	nt	-3	-8	5
> CN(C)c1nc(N(C)C)n(C(=O)c2cccs2)n1
  4	nt	11	1	-2	nt	nt	14
> CC(=O)Nc1cccc(C(=O)OC(C)C(=O)N2CCc3ccccc32)c1 (stereo not given)
  nt	2	25	-14	8	-2	-11	nt
> Cc1nc(N2CCN(C(=O)c3ccco3)CC2)c2c3c(sc2n1)CCCC3
  -17	-1	nt	6	nt	-11	4	nt
> C[C@H](CO)N1C[C@H](C)[C@@H](CN(C)C(=O)Nc2ccccc2)Oc2ccc(NS(C)(=O)=O)cc2CC1=O
  -7	-5	4	-4	4	-1	4	1
> CN1C(=O)c2cc(NS(=O)(=O)c3cccc(F)c3)ccc2OC[C@@H]2O[C@H](CC(=O)N3CCc4ccccc4C3)CC[C@H]21
  -2	2	-14	-6	-2	0	60	5
> C[C@@H]1CN([C@@H](C)CO)C(=O)c2cc(-c3cccc(F)c3)cnc2O[C@@H]1CN(C)S(=O)(=O)c1cccc(F)c1
  5	-1	-21	5	10	-11	-11	nt
> C[C@@H]1CCCCO[C@@H](CN(C)C)[C@H](C)CN([C@@H](C)CO)C(=O)c2cc(NS(=O)(=O)c3ccc(Cl)cc3)ccc2O1
  20	1	7	23	10	30	43	-7
> Cc1cc(NC(=O)C2CC(=O)N(c3ccccc3C)C2)no1 (stereo not given)
  nt	-9	0	-1	-5	4	13	-2
> CN(C)C(=O)c1ccc(-c2ccc([C@H]3[C@@H](CO)N4C(=O)CN(C(=O)C5CCC5)C[C@@H]34)cc2)cc1
  -5	nt	-2	nt	1	nt	nt	-12
> C[C@H](CO)N1C[C@H](C)[C@H](CN(C)C(=O)Cc2ccccn2)Oc2ncc(-c3ccc(F)cc3)cc2C1=O
  -8	7	37	-9	1	-10	-1	-12
> O=C(NC1CCCC1)C1CCCN1C(=O)Nc1ccccc1 (stereo not given)
  nt	-5	nt	0	nt	1	nt	19
> CCOC(=O)C1CCCC(NS(=O)(=O)c2ccc(NC(C)=O)cc2)C1 (stereo not given)
  19	-2	nt	-1	nt	1	3	nt
> Cc1cc(C)n(-c2cc(N3CCN(C(=O)c4ccccc4C)CC3)ccc2[N+](=O)[O-])n1
  8	-6	nt	-3	nt	1	15	nt
> CC[C@]12C(=O)N(C)C[C@H]([C@@H]3C(=O)N(C)C(=O)[C@@H]31)N2C(=O)c1ccc(Br)cc1
  9	-4	3	-5	3	1	6	-12

Below each compound: PGC1a acetyl inh	PglD inh	INS-1E GSIS act	ARNT TACC3 PPI	LGR2 inh	Cneo AK release	C2C12 statin	PAX8 inh HTS
> O=C(C[C@H]1C/C=C/CC[C@H](Cc2ccc(F)cc2)C(=O)O[C@H](c2ccccc2)CNC1=O)NCCO
  nt	3	-8	-4	22	-1	-6	3
> C[C@@H]1CN([C@H](C)CO)C(=O)c2cccc(NC(=O)C3CCCCC3)c2O[C@H]1CN(C)Cc1ccc(Cl)c(Cl)c1
  13	3	2	6	2	-1	31	nt
> Cc1cccc(NC(=O)c2cc([N+](=O)[O-])ccc2N2CCCCC2)n1
  -1	9	0	10	43	3	nt	2
> C=CCNS(=O)(=O)c1ccc2nsnc2c1
  10	-2	nt	0	nt	-1	12	nt
> COc1ccc(NC(=O)N2C[C@H]3[C@@H](c4ccccc42)[C@@H](CO)N3C(=O)C2CCCC2)cc1
  -8	9	4	-10	-5	-2	-9	-12
> CCn1ccnc1CN(C)C(=O)c1cc(COc2ccc(-n3cncn3)cc2)on1
  3	-3	4	-2	-2	0	-17	-10
> CS(=O)(=O)Nc1ccc2c(c1)[C@@H]1C[C@@H](CC(=O)NCc3ccc(-c4ccccc4)cc3)O[C@H](CO)[C@@H]1O2
  -9	-5	-2	-10	-3	-6	-9	5
> C[C@H]1CN([C@@H](C)CO)C(=O)Cc2cc(NS(=O)(=O)c3cn(C)cn3)ccc2O[C@@H]1CN(C)Cc1ccncc1
  1	6	18	-3	-43	0	0	5
> CCOC(=O)c1nnc2cc(-c3ccccc3)nn2c1C
  10	7	nt	2	nt	-3	-4	nt
> C=CCc1cccc(Cl)c1OCCON1C(=O)CCC1=O
  -3	-5	nt	-2	nt	-2	-2	10
> C[C@@H]1CN([C@@H](C)CO)C(=O)Cc2cc(NC(=O)CCN3CCOCC3)ccc2O[C@@H]1CN(C)Cc1ccc(C(=O)Nc2ccccc2N)cc1
  -6	nt	-3	nt	-24	nt	nt	25
> CN1C(=O)[C@H]2[C@@H](c3ccccc3)N[C@]3(CCCN(Cc4ccco4)C3=O)[C@H]2C1=O
  3	5	4	nt	4	0	-4	2
> Cc1cccc(NC(=O)Cn2nnc(-c3cccs3)n2)c1C
  nt	-3	5	30	9	4	1	nt
> COc1ccccc1N1CCN(C(=O)c2cccc(N3C(=O)NC4CC3(C)Oc3ccccc34)c2)CC1 (stereo not given)
  4	4	nt	9	nt	2	3	nt
> N#Cc1ccc(-c2ccc3c(c2)[C@H]2[C@H](CCN2C(=O)CN2CCOCC2)[C@@H](CO)N3)cc1
  -16	-1	15	-16	0	3	1	-3
> C/C=C/c1ccc2c(c1)O[C@H](CN(C)C(=O)CC1CC1)[C@@H](C)CN([C@@H](C)CO)S2(=O)=O
  5	0	-6	-8	-17	4	-1	nt
> O=S(=O)(NCc1ccccc1)c1ccc(S(=O)(=O)N(Cc2cccs2)CC2CCCO2)cc1 (stereo not given)
  8	-1	12	-2	-1	-2	-3	nt
> COc1ccc(C#Cc2ccc([C@@H]3[C@H]4CN(C(=O)C5CCOCC5)CC(=O)N4[C@H]3CO)cc2)cc1
  0	nt	-14	nt	8	nt	nt	4
> CCC(=O)Nc1cccc(-c2cn3ccsc3n2)c1
  -2	-4	1	1	-1	-2	nt	nt
> Cc1cccc(CSCc2ccc(C(=O)NC(C)C)o2)c1
  nt	4	-2	-5	-23	12	7	-19

Below each compound: PGC1a acetyl inh	PglD inh	INS-1E GSIS act	ARNT TACC3 PPI	LGR2 inh	Cneo AK release	C2C12 statin	PAX8 inh HTS
> CCn1cc(-c2cc(C(=O)O)c3ccccc3n2)c(C)n1
  4	2	-4	1	18	-5	0	0
> CCCn1nc(CC(=O)OCC)c2ccccc2c1=O
  13	-2	nt	-8	nt	-1	16	-6
> Cc1ccc(C)c(OCC(O)CN2CCC(Cc3ccccc3)CC2)c1 (stereo not given)
  -9	-2	nt	4	3	-5	-175	6
> CC(C)C#Cc1ccc2c(c1)O[C@H](CN(C)S(C)(=O)=O)[C@H](C)CN([C@H](C)CO)S2(=O)=O
  -11	-2	-12	16	-22	3	3	nt
> Cc1cc(C(=O)c2ccc(C(C)(C)C)cc2)c(NC(=O)CCl)s1
  23	2	46	nt	5	-5	nt	0
> C[n+]1ccccc1/C=C/c1ccc(C#N)cc1
  nt	3	1	-1	4	1	6	13
> C/C=C/c1ccc2c(c1)O[C@@H](CN(C)Cc1ccncc1)[C@H](C)CN([C@H](C)CO)S2(=O)=O
  -2	2	8	-5	-38	1	-36	nt
> CC(C)CC(O)(CC(C)C)C(=O)NNc1ccccc1
  nt	-1	nt	-2	nt	1	6	nt
> CN(C)C(=O)c1ccc(-c2ccc3c(c2)[C@@H]2[C@@H](CCN2Cc2ccc4c(c2)OCO4)[C@H](CO)N3)cc1
  -19	8	4	6	1	5	-7	-23
> COc1ccc(NC(=O)Nc2ccc3c(c2)CC(=O)N([C@@H](C)CO)C[C@H](C)[C@@H](CN(C)C(=O)NC2CCCCC2)O3)cc1
  -4	-2	-2	1	-8	-3	4	-4
